Compound activity: PubChem BioAssay, several laboratories
ABHD4 inh: ABHD4 inhibitors, primary screen, biochemical, fluorescence polarization, mouse | (Lyso)-N-acylphosphatidylethanolamine lipase (Mus musculus), Q8VD66 | purified mABHD4, FP-Rh probe fluorescence polarization | inhibition, % at 8.92 µM | 370,000 compounds, 0.54% hits | AID 720543, 2013;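 active = inhibition exceeding the mean over every tested compound plus 3 SD, cut at about 30% in these data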;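 note: 0% = plate median of compound wells and 100% = S159A mutant with DMSO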
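Assay system: Wild-type mouse ABHD4 protein | Medium: HEPES pH 7.0 buffer, 150 mM NaCl, 0.01% Pluronic F-127 | Incubation: Enzyme–compound pre-incubation 45 min, then probe 60 min, both 25 °C | Technique: Fluorescence polarization with parallel and perpendicular emission, 525/598 nm | Evaluation: % inhibition of FP-Rh probe binding versus controls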
LEDGF integ inh: blockers of LEDGF/p75-dependent integrase strand transfer – biochemical, TR-FRET, high throughput, primary screen; TR-FRET IN-LEDGF/p75 DNA integration, Eu/Cy5; 370,000 compounds, 0.64% hits; HIV-1 integrase (with human LEDGF/p75); inhibition, % at 3.7 µM; AID 743269, 2014;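 active = inhibition above the screen-wide mean plus 3 SD, cut at about 13% in these data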;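 note: signal is the Cy5 over europium emission ratio at 671 and 618 nm; 0% = plate median of compound wells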
TCR-CD3 inh: inhibitors of human TCR-CD3 interaction, primary screen, biochemical, fluorescence, TAMRA-labeled TCR probe; 360,000 compounds, 0.37% hits; inhibition, % at 9.4 µM; in the data active = inhibition above about 19%;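 note: recombinant mutant TCR 2C K166C tagged with TAMRA read by polarization; 0% = receptor in buffer alone and 100% = receptor with positive control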
HTRA1 inhibitor: HTRA1 serine protease inhibitors, primary screen, biochemical, fluorescence polarization, HTS. recombinant HTRA1, FP-rhodamine activity-based probe. inhibition, % at 5.96 µM. 340,000 compounds, 0.5% hits. AID 504803, 2011; in the data active = inhibition above about 36%;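 note: 0% = enzyme with DMSO and 100% = wells lacking enzyme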
TDP2 inh: human TDP2 enzyme inhibitors, primary screen, biochemical, epi absorbance, recombinant enzyme | Tyrosyl-DNA phosphodiesterase 2 (Homo sapiens), O95551 | T5PNP hydrolysis, p-nitrophenol absorbance 415 nm | inhibition, % at 12.8 µM | 370,000 compounds, 0.34% hits;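 active = inhibition above the mean of all tested compounds plus 3 SD, set per campaign, cut at about 25% in these data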;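 note: 0% = DMSO with enzyme and 100% = buffer with substrate but no TDP2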
Target sequence (O95551 whole entry, looked up): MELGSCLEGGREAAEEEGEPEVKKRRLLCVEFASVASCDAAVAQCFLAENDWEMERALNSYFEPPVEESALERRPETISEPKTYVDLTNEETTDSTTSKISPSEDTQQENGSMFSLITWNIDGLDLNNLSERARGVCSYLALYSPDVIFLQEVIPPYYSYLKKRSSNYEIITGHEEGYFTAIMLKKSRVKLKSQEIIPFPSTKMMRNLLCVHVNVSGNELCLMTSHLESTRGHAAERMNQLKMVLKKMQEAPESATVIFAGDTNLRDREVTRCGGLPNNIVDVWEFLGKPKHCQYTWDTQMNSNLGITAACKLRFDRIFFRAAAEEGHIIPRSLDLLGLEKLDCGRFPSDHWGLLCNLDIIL
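Assay system: recombinant human TDP2 / Reagent: T5PNP substrate at 5 mM, a TopII-DNA adduct mimic / Measured by: epi absorbance from released p-nitrophenol / Evaluation: % inhibition relative to enzyme-containing and enzyme-free wells / Control set: enzyme-free and DMSO wells / Replicates: each compound tested once, singlicate / Schedule: enzyme reaction with compound for 2 h at 37 °C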
PRMT1 FP inh: PRMT1 methyltransferase inhibitors, primary screen, biochemical, fluorescence polarization; Protein arginine N-methyltransferase 1 (Homo sapiens), Q99873; recombinant PRMT1, activity-based probe fluorescence polarization; inhibition, % at 2.79 µM; 370,000 compounds, 1.3% hits;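 active = inhibition above about 21% made by adding two undisclosed values, limit read from the data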
MBD2 DNA inh: inhibitors of MBD2 binding to methylated DNA, primary screen, biochemical, TR-FRET, DNA-binding domain, human | Methyl-CpG-binding domain protein 2 (Homo sapiens), Q9UBB5 | MBD2 binding to methylated oligonucleotide | inhibition, % at 4.4 µM | 370,000 compounds, 0.31% hits; in the data active = inhibition above about 13%
NPR2 activator: human GC-B receptor activators, primary screen, HEK293 GC-B cells, cGMP TR-FRET, EC30 CNP. activation, % at 10 µM. 0% at EC30 CNP, 100% saturating CNP. 370,000 compounds, 0.11% hits;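 active = activation at 10 µM reaching about 35% in either raw or pattern-adjusted values, limit read from the data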
SIAE inh: human SIAE inhibitors, primary screen, biochemical, fluorescence polarization, FP-Rh probe, 1536-well HTS; inhibition, % at 9.66 µM; 370,000 compounds, 0.69% hits; SIAE FP-Rh probe binding;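 active = inhibition above a cutoff: mean of compounds within the control limits plus 3 SD of those, cut at about 17% in these data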;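 note: 0% = plate median of compound wells and 100% = probe without SIAE protein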
Target sequence (Q9HAT2 whole entry, looked up): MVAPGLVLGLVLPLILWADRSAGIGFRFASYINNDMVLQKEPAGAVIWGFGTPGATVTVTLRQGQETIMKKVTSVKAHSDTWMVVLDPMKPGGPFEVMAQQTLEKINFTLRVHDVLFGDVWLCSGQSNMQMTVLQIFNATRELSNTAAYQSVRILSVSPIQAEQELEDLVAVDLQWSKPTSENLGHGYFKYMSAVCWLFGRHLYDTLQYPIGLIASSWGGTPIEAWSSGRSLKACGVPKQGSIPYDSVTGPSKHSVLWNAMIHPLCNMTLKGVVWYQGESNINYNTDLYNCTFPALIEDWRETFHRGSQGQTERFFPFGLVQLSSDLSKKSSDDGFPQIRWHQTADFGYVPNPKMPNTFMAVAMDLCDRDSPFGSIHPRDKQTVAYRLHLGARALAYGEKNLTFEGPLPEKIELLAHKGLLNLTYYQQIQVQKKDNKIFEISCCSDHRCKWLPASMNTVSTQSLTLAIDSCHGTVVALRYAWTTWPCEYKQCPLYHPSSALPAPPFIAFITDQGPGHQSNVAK
rCAG RNA binder: binders of r(CAG) RNA repeats, primary screen, biochemical, fluorescence | AID 651821, 2012 | 370,000 compounds, 1.3% hits | r(CAG) RNA repeat, TO-PRO-1 dye displacement fluorescence | inhibition, % at 3 µM;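 active = inhibition above the plate cutoff, the mean of all test compounds on that plate plus 3 SD, cut at about 35% in these data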;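 note: 0% = DMSO alone and 100% = 100 µM mitoxantrone as full dye displacement; higher means more dye released from RNA so lower well fluorescence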
* hit, by the source's call; . = not tested or not shown. This is a subset, so the mix of outcomes need not match the whole.

entry	Molecule	ABHD4 inh	rCAG RNA binder	TDP2 inh	HTRA1 inhibitor	SIAE inh
1	O=C(NCc1ccc2c(c1)OCO2)C1CCN(S(=O)(=O)c2cccc3nsnc23)CC1	-5	2	-4	2	5
2	O=C(Nc1ccn(CCCN2CCN(Cc3ccc(F)cc3)CC2)c(=O)n1)OCc1ccccc1	4	0	-1	-3	0
3	CN(CC(=O)c1c(N)n(C)c(=O)n(C)c1=O)c1ccccc1	-1	4	-14	4	2
4	CCO[C@H]1OC(C(=O)Nc2ccccc2)=C[C@@H](c2ccc(C(F)(F)F)cc2)[C@@H]1CCCO	-36	1	-24	-46	-6
5	CCOc1cc(C=O)ccc1OCC(=O)NC(C)(C)C	5	-2	-10	-3	-1
6	CSCCC1COC(c2cccs2)=N1 (stereo unspecified)	7	1	-10	3	-3
7	CC[C@@]12C(=O)N(c3ccc(C)cc3)C(=O)N1[C@H](c1cccc(C)c1)[C@@H]1C(=O)N(Cc3ccccc3)C(=O)[C@@H]12	0	-1	1	-10	-2
8	COC(=O)C[C@H]1C=C[C@@H](NC(=O)NC2CCCCC2)[C@@H](CO)O1	2	1	0	.	-4

entry	NPR2 activator	MBD2 DNA inh	PRMT1 FP inh	LEDGF integ inh	TCR-CD3 inh
1	-6	4	2	2	-1
2	-3	0	0	2	1
3	0	6	10	0	-5
4	4	-1	-1	1	-8
5	-1	-1	1	-5	-4
6	3	-7	0	0	4
7	-3	1	1	0	6
8	12	-3	-2	0	1

(cont.)
entry	Molecule	ABHD4 inh	rCAG RNA binder	TDP2 inh	HTRA1 inhibitor	SIAE inh
9	CCOc1ccc(NC(=O)NNC(=O)C(C)Oc2ccccc2OC)cc1 (stereo unspecified)	-1	-2	-1	-2	4
10	CC(OC(=O)C1CC2CCCC(C1)C2=O)C(=O)Nc1cccc([N+](=O)[O-])c1 (stereo unspecified)	6	-1	2	-10	11
11	O=C(NC1CCCCC1)C1CCN(S(=O)(=O)c2cccs2)CC1	7	-4	5	4	1
12	Fc1ccc(NC(=S)N2N=CCC2c2ccccc2)cc1 (stereo unspecified)	-3	-2	-1	-10	2
13	C/C(=N\NC(=O)c1c[nH]c2ccccc12)c1ccc(C)o1	-16	9	-14	-1	0
14	CCCN(CCC)C1=N/C(=C\c2ccco2)C(=O)N1c1ccccc1	15	10	-7	11	-6
15	O=C1NC2=C(C(=O)CCC2)C(c2cccc([N+](=O)[O-])c2)N1 (stereo unspecified)	-9	-4	-24	-1	-8
16	CCC(C)NC(=O)C1c2ccccc2C(=O)N1Cc1ccccc1OC (stereo unspecified)	4	-2	-1	-3	-2

entry	NPR2 activator	MBD2 DNA inh	PRMT1 FP inh	LEDGF integ inh	TCR-CD3 inh
9	0	-7	-3	6	1
10	-3	5	-4	1	-1
11	1	7	4	0	-8
12	2	-5	1	6	0
13	-8	1	5	-5	0
14	-11	-4	19	5	-3
15	-2	3	8	-2	-6
16	-2	-6	0	0	2

Other structures:
entry	Molecule	ABHD4 inh	rCAG RNA binder	TDP2 inh	HTRA1 inhibitor	SIAE inh
17	COc1ccc([C@H]2CC(=O)C=C(c3ccc(OC(F)(F)F)cc3)C2)cc1OC	-8	-1	-6	-31	-6
18	Cc1cccc(NC(=O)c2cccc(S(=O)(=O)NCc3ccccc3)c2)n1	1	0	12	-5	-3
19	COC(=O)c1cc2n(n1)CCN(Cc1ccccc1Cl)C2=O	0	-4	-3	0	-3
20	CC1(C)CC(NC(=O)COc2ccccc2Cl)CC(C)(C)N1	-3	1	0	6	-3
21	CCN1CCN(C(c2cccs2)C(C)NC(=S)Nc2cc(C)ccc2C)CC1 (stereo unspecified)	5	-7	10	1	4
22	COC(=O)CNC(=O)CCc1nnc(C2(c3ccc(Cl)cc3)CCC2)o1	-4	-6	-1	6	0
23	COCCNC(=O)c1cnn2c(C(F)(F)F)cc(-c3ccc4c(c3)OCO4)nc12	0	0	6	-3	2
24	CCC1(C)Cc2ccccc2-c2nc(SC)[nH]c(=O)c21 (stereo unspecified)	0	-1	4	-20	-6

entry	NPR2 activator	MBD2 DNA inh	PRMT1 FP inh	LEDGF integ inh	TCR-CD3 inh
17	0	1	1	0	3
18	-5	1	0	3	7
19	1	-6	-3	-2	8
20	-3	1	2	0	1
21	-2	-2	0	-1	-3
22	-4	-1	0	3	6
23	24	2	-1	2	4
24	0	4	2	-2	2

Only TCR-CD3 inh, for 2 of the compounds above:
cpd	smiles	TCR-CD3 inh
18	Cc1cccc(NC(=O)c2cccc(S(=O)(=O)NCc3ccccc3)c2)n1	7
22	COC(=O)CNC(=O)CCc1nnc(C2(c3ccc(Cl)cc3)CCC2)o1	6

Continued:
entry	Molecule	ABHD4 inh	rCAG RNA binder	TDP2 inh	HTRA1 inhibitor	SIAE inh
25	CC(CC(=O)O)CC(=O)Nc1ccccc1C(=O)O (stereo unspecified)	3	-1	4	4	-4
26	Cc1ccc(C)c(Cn2nnc3c(=O)[nH]c(C(=O)Nc4ccc(F)cc4)nc32)c1	-1	60*	7	0	-12
27	CCCCCN1C(=O)Cn2c(nc3ccccc3c2=O)C1C (stereo unspecified)	3	-1	12	4	3
28	CC(C)(Oc1ccc(Cl)cc1)C(=O)Nc1cccc(S(=O)(=O)NC2=NCCC2)c1	-4	-1	-16	-4	3
29	COc1ccc(C(CNC(=O)c2cc(S(=O)(=O)Nc3cccc(C)c3)ccc2C)N2CCOCC2)cc1 (stereo unspecified)	-3	5	3	-5	2
30	Cc1cc(C(=O)N/N=C/c2cccc([N+](=O)[O-])c2O)n[nH]1	15	4	-9	1	5
31	O=S1(=O)CC(N2CCCCC2)CN1C1CCCCC1 (stereo unspecified)	-3	3	-11	.	-5
32	COc1ccc(F)c(CN2CCCC(CO)(Cc3cccc(Cl)c3)C2)c1 (stereo unspecified)	-16	-7	-22	-17	-8

entry	NPR2 activator	MBD2 DNA inh	PRMT1 FP inh	LEDGF integ inh	TCR-CD3 inh
25	0	3	6	-1	-4
26	-5	6	2	1	-6
27	0	1	0	-1	-3
28	-2	-6	-7	1	-6
29	1	-2	2	-3	-3
30	3	-15	0	-7	29*
31	-8	-2	-3	1	-4
32	-5	8	6	4	-8

(further entries)
entry	Molecule	ABHD4 inh	rCAG RNA binder	TDP2 inh	HTRA1 inhibitor	SIAE inh
33	COc1cccc(/C=N/NC(=O)c2nnn(-c3nonc3N)c2CN(C)C2CCCCC2)c1	-2	0	7	-9	-6
34	CCCOC(=O)NC1CCS(=O)(=O)C1 (stereo unspecified)	7	-2	1	-2	1
35	COc1ccccc1CNC(=O)/C(C#N)=C/c1ccc(OC)c(OC)c1OC	-3	-2	8	-6	3
36	COc1ccc(S(=O)(=O)N2CCCC(C(=O)Nc3ccc(NC(=O)c4ccccn4)cc3)C2)cc1 (stereo unspecified)	-2	2	4	-6	-3
37	CC(C)OC(=O)CSc1nnc(Cc2ccccc2)n1Cc1ccco1	-1	-4	6	-4	0
38	CCOC(=O)c1c(C)c(C(=O)NCCc2ccc(S(N)(=O)=O)cc2)c(C)n1CC	4	2	9	2	-1
39	CON(C)C(=O)CCN(C(=O)OC(C)(C)C)c1ccccc1	2	-6	-4	-5	-2
40	CCc1nc2oc3ccccc3c(=O)c2cc1C(=O)OC	3	2	8	-4	-2

entry	NPR2 activator	MBD2 DNA inh	PRMT1 FP inh	LEDGF integ inh	TCR-CD3 inh
33	7	-1	1	-4	-2
34	4	1	1	1	-7
35	7	-5	-3	1	1
36	-3	1	-1	-1	5
37	-4	4	1	-1	0
38	0	4	5	-1	-4
39	-2	0	4	-2	-1
40	4	-1	-2	2	9

(listing goes on)
entry	Molecule	ABHD4 inh	rCAG RNA binder	TDP2 inh	HTRA1 inhibitor	SIAE inh
41	COc1ccc(Cc2nnc(SCc3nc4ccccc4c(=O)[nH]3)n2C)cc1	-5	0	14	0	0
42	Cc1ccc2c(COC(=O)c3ccc(NC(=O)CC#N)cc3)cc(=O)oc2c1C	-9	8	-1	-10	-11
43	CC1(C)CC(C(CC(=O)Nc2nccs2)c2ccccc2)CCO1 (stereo unspecified)	-9	-1	-11	-6	-10
44	CN(CC(=O)Nc1ccc(Cl)c(C(F)(F)F)c1)C(=O)c1cccnc1Sc1ccccc1	-4	2	-15	-25	-4
45	COc1ccc(C)cc1NC(=S)N1CCOCC1	8	1	19	0	15
46	Cn1c(=O)c2c(ncn2CC(=O)OCc2ccccc2)n(C)c1=O	-5	-2	7	1	7
47	CC(C)(C)OC(=O)N1Cc2cc3ccccc3nc2C1CO (stereo unspecified)	-5	-8	11	10	2
48	COc1cccc(CN(C)CC(=O)Nc2ccccc2C(C)C)c1	3	-9	-5	-8	-1
49	Cc1ccc(-c2ccc(=O)n(CC(=O)N3CCN(c4cc(Cl)ccc4C)CC3)n2)cc1	0	-1	-5	4	-4
50	CCOC(=O)C1CCN(c2c(N3CCN(c4ccccc4OC)CC3)c(=O)c2=O)CC1	-3	2	-4	-1	1
51	Cc1ccc(Cc2cnc(NC(=O)/C(C#N)=C/c3ccc(-c4cccc([N+](=O)[O-])c4)o3)s2)cc1	-1	3	15	-6	4

entry	NPR2 activator	MBD2 DNA inh	PRMT1 FP inh	LEDGF integ inh	TCR-CD3 inh
41	-3	-3	-4	6	4
42	-5	-2	2	0	-5
43	-9	-8	-4	0	5
44	1	-3	2	-5	-3
45	2	0	-1	2	-1
46	9	0	-3	2	1
47	-1	-2	-2	-2	1
48	-1	4	0	6	6
49	3	-1	-2	-2	7
50	5	2	3	-3	-6
51	2	-1	0	-3	1

Part of the list above, with two lines to a compound:
Every second line gives: ABHD4 inh, rCAG RNA binder, TDP2 inh, HTRA1 inhibitor, SIAE inh, NPR2 activator, MBD2 DNA inh, PRMT1 FP inh, LEDGF integ inh, TCR-CD3 inh
(44) CN(CC(=O)Nc1ccc(Cl)c(C(F)(F)F)c1)C(=O)c1cccnc1Sc1ccccc1
  -4, 2, -15, -25, -4, 1, -3, 2, -5, -3
(45) COc1ccc(C)cc1NC(=S)N1CCOCC1
  8, 1, 19, 0, 15, 2, 0, -1, 2, -1
(46) Cn1c(=O)c2c(ncn2CC(=O)OCc2ccccc2)n(C)c1=O
  -5, -2, 7, 1, 7, 9, 0, -3, 2, 1
(47) CC(C)(C)OC(=O)N1Cc2cc3ccccc3nc2C1CO (stereo unspecified)
  -5, -8, 11, 10, 2, -1, -2, -2, -2, 1
(48) COc1cccc(CN(C)CC(=O)Nc2ccccc2C(C)C)c1
  3, -9, -5, -8, -1, -1, 4, 0, 6, 6
(49) Cc1ccc(-c2ccc(=O)n(CC(=O)N3CCN(c4cc(Cl)ccc4C)CC3)n2)cc1
  0, -1, -5, 4, -4, 3, -1, -2, -2, 7
